Screening data: PubChem BioAssay, Broad Institute
CFTR F508del cor = CFTR F508del correction in bronchial cells. CFBE cells, YFP halide quenching; stimulated with forskolin plus potentiator P3; % fluorescence drop versus neutral controls. activity (quench increase), % at 7.58 µM. actives 0.36% (n = 350,000). AID 720511;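 active means mean added fluorescence quench of at least 8% versus neutral control, with both replicates also reaching 8%; inconclusive means only one of the mean or replicate conditions met; inactive means mean below 8% and not both replicates reaching 8%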;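 further: cells transiently co-express mutant CFTR-F508del with the halide-sensitive YFP; corrector assay measuring rescue of mutant channel to the surface after 24 h compound exposure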
FN deposit inh = fibronectin deposition inhibition; AH1F fibroblasts, Alexa488-fibronectin deposition fluorescence, overnight; inhibition, % at 12.6 µM; actives 0.086% (n = 350,000);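 active means mean inhibition across replicates of 30% or more, regardless of how many single replicates reach that level; inconclusive means mean under 30% yet at least half of replicates reach 30%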;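 further: positive control wells lacked labelled fibronectin entirely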
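Assay system: AH1F fibroblast monolayer, labelled fibronectin deposition. Amount: 10000 cells per well. Also added: labelled fibronectin 24 nM. Compound: single-point pinned compound. Incubation: cell attachment 1 h, compound and FN exposure overnight. Detection: fluorescence after three HBSS washes, excitation 485 nm, emission 525 nm. Read-out: inhibition of fibronectin deposition signal.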
EWS-Fli block = blocks EWS/Fli oncoprotein-driven transcription; actives 0.67% (n = 350,000); A673 NR0B1-luciferase reporter, viability-normalised; inhibition, % at 12.6 µM;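 active means mean inhibition of at least 50% after viability correction, with every replicate also passing that limit; inconclusive means mean reaches 50% but only one of two replicates passes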;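 further: firefly luciferase signal divided by Alamar Blue viability fluorescence both relative to DMSO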
GSIS activator = GLuc luminescence reporter in INS-1E cells, primary screen for activators of glucose-dependent secretion of insulin. INS-1E GLuc reporter insulin secretion, 2-3 h. activation, % at 16.6 µM. actives 0.61% (n = 370,000);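 active means lowest replicate activation of at least 40%, so every replicate reaches that level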;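 further: 0% = median of neutral control wells and 100% = median of IBMX positive control wells; some compounds called inactive have numbers as strong as hits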
PAX8 reporter = inhibitors of PAX8 transcriptional activity in RMG-I cells; RMG-I TPO-luciferase reporter, SteadyGlo, 24 h; AID 652154; inhibition, % at 12.6 µM; actives 1.2% (n = 360,000);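 active means mean replicate inhibition at least 60% with every replicate also reaching 60%; inconclusive means only one of the two criteria is met; inactive means mean below 60% and not all replicates reaching 60%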;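 further: luciferase light reporting Pax8 driven TPO promoter activity; plate controls were median of neutral control wells for no effect and mitoxantrone controls for full effect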
miR-122 sensor = inhibitors of miR-122 in Huh7 cells; actives 0.3% (n = 340,000); AID 602342; activation (reporter increase), % at 12.5 µM; Huh7 miR-122 Renilla luciferase sensor, 48 h; neutral wells = 0, positive control = 100;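 active means mean replicate activation score at least 90 and every replicate individually at or above 90; inconclusive means only one of the two criteria met; inactive means neither criterion met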;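 further: higher luciferase means less miR-122 activity so hits act as miR-122 inhibitors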
DENV2 CPE rescue = inhibitors of DENV2 cytopathic effect | DENV2-infected cells, cytopathic effect rescue, plate reader | AID 651640 | actives 1.7% (n = 350,000) | CPE inhibition, % at 9.99 µM; in the data active means CPE inhibition above about 20%, passing the limit was not always enough; inconclusive means no clear call, values can overlap the other calls; tested in BHK-21 cells;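 further: 0% = median of neutral control wells and 100% = median of positive control wells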
Active calls of the source: *; u = inconclusive; x = no result given; & = joins results of further samples; [ ] = another dose, or the depositor's remark.

canonical_smiles	CFTR F508del cor	FN deposit inh	EWS-Fli block	GSIS activator	PAX8 reporter	miR-122 sensor	DENV2 CPE rescue
O=C(CSc1nnc(NC2CCCCC2)s1)Nc1ccc2c(c1)C(=O)c1ccccc1C2=O	x	-2	-68	-2	-204	x	-7
O=S(=O)(c1ccc2c(c1)CCCC2)N1CCNCC1	1.6	-3	-3	24	-11	7	11
C=CCS/C(N)=N\N=C\c1cc(Br)cc([N+](=O)[O-])c1O	-1.1	-6	-2	-10	0	-7	-1
O=C(N/N=C/c1cc2c(cc1[N+](=O)[O-])OCO2)c1ccc2c(c1)OCO2	-2.7	7	-16	3	-10	0	13
CCCCCCCn1c(=O)c(C(=O)OC)c(N)c2ccccc21	-0.3	-8	18	-33	8	-3	-9
COc1ccc(NC(=O)Nc2ccc3c(c2)CC(=O)N([C@@H](C)CO)C[C@@H](C)[C@@H](CN(C)Cc2ccc(Oc4ccccc4)cc2)O3)cc1	0.3	x	24	-16	98*	-8[16.7 µM]	x
O=C(c1cccc(Cl)c1)N1CCN(Cc2ccc3c(c2)OCO3)CC1	2.7	0	11	x	24	x	4
Cc1ccccc1Cn1c(-c2cncs2)nc2ccccc21	x	4	x	x	-12	6	x
Cc1ccc(N2C(=O)CC(Cc3cc(C)cc(C)c3)C2=O)cc1 (stereo not drawn)	0.2	-1	2	-10	11	-6	7
O=C(Oc1ccc2ccc(OC(=O)N3CCCCCC3)cc2c1)N1CCCCCC1	-0.5	2	-51	3	34	x	-2
COc1ccccc1NC(=O)c1ccc(Cl)c(S(=O)(=O)NCc2ccco2)c1	-0.5	0	-2	-3	9	36	0
COc1ccc(CN2CCN(Cc3c[nH]c4ccccc34)CC2CCO)c(F)c1 (stereo not drawn)	0.1	-1	25	-19	20	1	-4
CCOc1ccc(C(CC(=O)O)NC(=O)COc2ccccc2OC)cc1OC (stereo not drawn)	1.2	-13	-2	10	12	-2	-12
C[C@H](CO)N1C[C@H](C)[C@@H](CN(C)C(=O)CCC(F)(F)F)OCc2cn(nn2)CCCC1=O	-1.3&-1.9&2.1	-5&-5	-3&4&-2	6&0	-4&-29	-1&-4[16.7 µM]	-7&6&8
Cc1noc(C)c1NC(=O)N(C)C[C@H]1Oc2c(cccc2N(C)C)C(=O)N([C@H](C)CO)C[C@H]1C	-0.8	3	-1	0	-5	-5[16.7 µM]	3
Cc1ccccc1-c1ccccc1[C@@H]1[C@@H](C#N)N(C(=O)c2ccc(F)cc2)[C@H]1CO	0.2	-4	5	-12	-21	x	-4
CCCC(=O)Nc1ccc2c(c1)OC[C@@H](C)N(Cc1ccccc1)C[C@@H](C)[C@H](OC)CN(C)C2=O	0.2	-2	10	-35	6	26[16.7 µM]	-5
COc1cc(OC)c2c(=O)cc(-c3ccccc3)oc2c1	4.2	x	-100	-7	x	-5	-10
C=CCn1c(C)nnc1SCC(=O)N1c2ccccc2NC(=O)C1(C)C	-1.1	-1	-7	x	-8	-8	-3
CC(=O)n1c(Cl)c(NC(=O)CCl)c2ccccc21	-1.5	x	26	9	x	-5	10
COc1ccc(NCC(=O)Nc2cccc(S(=O)(=O)N3CCCC3)c2)cc1Cl	-0.2	0	14	-9	1	8	6
CCCC(=O)Nc1ccc2c(c1)C(=O)N(C)C[C@@H](OC)[C@H](C)CN(C(=O)c1ccccc1F)[C@H](C)CO2	-0.6	-452	2	-9	x	-9[16.7 µM]	18
C[C@@H]1CN([C@H](C)CO)C(=O)Cc2cc(NC(=O)Nc3ccc(F)cc3)ccc2O[C@@H]1CN(C)S(C)(=O)=O	-0.8	10	2	-6	1	-4[16.7 µM]	0
COC(=O)c1c(NC(=O)c2ccc(C)cc2)csc1C	-1.8	-14	-38	15	16	3	-7
CCS(=O)(=O)c1ccc(N)cc1	-3.1	-2	-16	1	-8	x	x
O=C(CSc1ccccc1C(=O)O)NCc1ccccc1	0.8	-8	10	-8	-17	-4	5
COCCNc1nnc(SCC(=O)Nc2cc(-c3ccccc3)nn2-c2ccccc2)s1	x	-18	x	-3	10	-7	x
CC1=C(C(=O)N2CCN(c3cc(C)ccc3C)CC2)C2(CCCCC2)OC1=O	1.3	-3	-1	0	-10	2	4
COc1ccccc1N1CCN(C(=O)Nc2cccc(Cl)c2)CC1	-0.6	x	-26	-28	x	-3	-6
CCC(C)(C)c1ccc(OC(=O)c2cccnc2Cl)cc1	-0.3	2	-20	-43	-12	1	-5
O=C1C(CN2CCCC2)CCCC1CN1CCCC1 (stereo not drawn)	3.2	-1	1	13	40	1	-3
CCCN(CCC)CC(O)CN1C(=O)NC(C)(C)C1=O (stereo not drawn)	-0.5	-7	4	0	-3	x	0
CCCNC(=O)c1cc(C2CCCN(C(=O)C3CC3)C2)on1 (stereo not drawn)	-0.6	x	-36	-2	-67	-5	-1
C[C@@H]1CCCCO[C@@H](CN(C)C(=O)Nc2cccc3ccccc23)[C@H](C)CN([C@@H](C)CO)C(=O)c2cc(NC(=O)C3CCCCC3)ccc2O1	0.3	x	-3	12	8	-13[16.7 µM]	-5
COc1cc(NC(=O)c2noc(C)c2[N+](=O)[O-])c(OC)cc1Cl	1.0	9	12	x	19	x	-6
O=C(Nc1ccc(Cl)cc1)N[C@@H]1CC[C@H](CCn2cc(-c3ccccc3F)nn2)O[C@H]1CO	-0.4	-7	3	x	-7	x	-8
COc1cc(C(=O)NCc2nnc(SCC(=O)NC3CCCCC3)o2)cc(OC)c1OC	0.6	-3	x	12	15	-2	-2
C[C@H](CO)N1C[C@H](C)[C@H](CN(C)S(C)(=O)=O)Oc2c(NC(=O)c3nc4ccccc4s3)cccc2C1=O	1.4	x	2	13	x	9[16.7 µM]	9
CCOc1ccc(N(C)S(=O)(=O)c2ccc3[nH]cc(C(=O)NCCCOC)c(=O)c3c2)cc1	-1.5	0	8	5	1	12	-1
COc1cccc(Cn2cc(C(=O)NCCN(C)C)nn2)c1	-0.7	2	1	28	1	x	x
CC(C)N(C(=O)CSc1nnc(NC2CC2)s1)c1ccccc1	2.1	-3	-4	8	7	-5	5
O=C(NC(=S)NC1CCC(O)CC1)c1ccco1 (stereo not drawn)	0.4	2	-3	x	-8	7	0
O=C(CCCN1C(=O)c2cccc3cccc(c23)C1=O)N1CCN(c2ccccc2O)CC1	-0.9	-5	0	10	-12	5	x
COCCCNC(=O)Cn1c(=O)n(CC(=O)NCCc2ccc(OC)c(OC)c2)c(=O)c2sccc21	1.4	11	2	5	0	-9	0
C[C@@H]1CCCCO[C@@H](CN(C)Cc2ccc3c(c2)OCO3)[C@@H](C)CN([C@H](C)CO)C(=O)c2cc(NC(=O)Nc3ccc4c(c3)OCO4)ccc2O1	-0.3	-11	-16	-31	-28	8[16.7 µM]	8
COC(=O)c1cc(S(=O)(=O)N2CCC(c3ccccc3)C2)c[nH]1 (stereo not drawn)	-1.3	10	x	5	-2	-9	6
COc1ccc(NC(=O)N2CCCCN3[C@H](CO)[C@@H](c4ccc(C#CCC(C)C)cc4)[C@@H]3C2)cc1	6.9	x	24	-22	-6	25[16.7 µM]	-25
O=C(CCCSc1nc2ccccc2s1)NCc1ccc2c(c1)OCO2	x	-12	9	-13	10	9	-2
COC(=O)Nc1ncc(CN2CCCCC2)s1	x	4	x	-3	x	-6	x
COc1ccc([N+](=O)[O-])cc1NC(=O)C(C)OC(=O)CSC(C)C(=O)Nc1cc(C)on1 (stereo not drawn)	0.4	1	1	6	-11	3	u

The list goes on.
canonical_smiles	CFTR F508del cor	FN deposit inh	EWS-Fli block	GSIS activator	PAX8 reporter	miR-122 sensor	DENV2 CPE rescue
Cn1cc(CNCCCn2ncc3ccccc32)c(-c2ccccc2F)n1	-0.3	0	8	-12	13	-10	7
COc1ccc(NC(=O)Nc2cccc3c2O[C@H](CN(C)C(=O)NC2CCCCC2)[C@H](C)CN([C@H](C)CO)C3=O)cc1	2.8	-3	-7	8	-9	-4[16.7 µM]	-4
O=C1CC(Sc2ncn[nH]2)C(=O)N1c1ccccc1 (stereo not drawn)	x	-4	x	x	8	8	x
COc1ccc(C(CNC(=O)c2ccc(C)c(S(=O)(=O)N3CCOCC3)c2)N2CCCC2)cc1 (stereo not drawn)	-1.2	-6	-3	-5	0	4	1
COc1ccccc1/C=N/NC(=O)CSc1cc(C)nc2ccccc12	2.9	0	48	13	41	x	u
CCC(CC)C(=O)Nc1c(C)n(C)n(-c2ccccc2)c1=O	x	6	x	x	-5	1	x
CN1CCN(/N=C/c2nc(-c3ccccc3Cl)n3ccccc23)CC1	x	-1	x	28	-19	x	x
COc1ccc(-c2nnn(CC(=O)N3CCN(c4ccccc4OC)CC3)n2)cc1OC	1.2	5	-3	3	6	-8	-2
COc1cc(C(=O)NNC(=O)C2CCC2)cc(OC)c1OC	-3.1	5	-3	17	6	x	5
Cc1cccc(CC2CC(=O)N(c3nc4ccccc4s3)C2=O)c1 (stereo not drawn)	-2.5	x	2	-2	8	-1	-1
O=C(C1CCC1)N1CCCCN2[C@H](C1)[C@@H](c1ccc(-c3cccc(F)c3)cc1)[C@@H]2CO	-5.4	x	2	x	19	18[16.7 µM]	5
CCOC(=O)c1c(NC(=O)COc2ncnc3ccccc23)sc(C)c1CC	x	-1	x	-38	25	-3	x
COc1ccc(S(=O)(=O)N(C)C[C@H]2OCCCC[C@@H](C)Oc3ccc(NS(=O)(=O)c4ccccc4)cc3C(=O)N([C@H](C)CO)C[C@H]2C)cc1	2.8	-2	19	-17	31	-8[16.7 µM]	2
CC(C)c1nnc(NC(=O)CCC(=O)Nc2ccc3cn[nH]c3c2)s1	-2.0	3	15	5	17	x	-7
CCOc1ccc(Cc2nnc(SCC(=O)Nc3ccc(C(C)=O)cc3)[nH]c2=O)cc1	-0.5	0	7	19	x	x	u
CNC[C@H]1Oc2c(NS(=O)(=O)c3ccc(OC)cc3)cccc2C(=O)N([C@@H](C)CO)C[C@H]1C	1.5	x	x	11	-24	-2[16.7 µM]	2
CCC(C)Cn1c(O)cc2nn(-c3nc4ccccc4s3)c(=O)c-2c1C (stereo not drawn)	1.2	1	64*	6	20	16	-7
Cc1cc(O)c(-c2cc(C(=O)Nc3ccc(S(=O)(=O)N4CCOCC4)cc3)[nH]n2)cc1C	x	-2	x	x	73*	4	x
C[C@H]1CN([C@@H](C)CO)C(=O)c2cc(NS(=O)(=O)c3ccccc3)ccc2O[C@@H]1CN(C)S(=O)(=O)c1cccs1	1.1	x	-5	5	-32	-2[16.7 µM]	-7
CCCn1c(SCC(=O)Nc2sc(C)c(C)c2C#N)nnc1C(C)C	x	4	x	x	2	9	x
COCC(=O)N(C)C[C@H]1Oc2cc(-c3ccc(OC)cc3)ccc2S(=O)(=O)N([C@@H](C)CO)C[C@@H]1C	-1.0	x	-9	-1	x	-5[16.7 µM]	-1
O=C(CCCCCNC(=S)Nc1ccccc1)C[N+](=O)[O-]	4.0	3	-9	-2	15	x	-4
CC(=O)N1[C@@H](CO)[C@@H]2c3ccccc3N(S(=O)(=O)c3ccc(F)cc3)C[C@@H]21	0.8	x	1	3	-9	-14[16.7 µM]	x
NS(=O)(=O)c1ccc(CCNC(=S)NC2CCCC2)cc1	1.9	7	11	1	8	x	6
NS(=O)(=O)c1ccc(CNC(=O)c2ccc(NS(=O)(=O)c3cccs3)cc2)cc1	-3.9	2	4	-9	-3	x	-7
